Bioassay records from PubChem BioAssay.
Lipid storage S3 – qHTS Assay for Lipid Storage Modulators in Drosophila S3 Cells; 0.64% of 320,000 active; AID 2685, 2010; Drosophila S3 cells, BODIPY lipid droplet fluorescence, 18-24 h; cells fed with added oleic acid; Potency in µM for hits, for the others lipid storage change, negative = inhibition, % at the top dose, mostly 46.1 µM; active = well fitted inhibition curve with a large enough effect in the signal ratio, with a control signal flat, not every such curve was filed as active; inconclusive = small, poorly fitted or top-dose-only effect, or effect the other way, or a change in a side signal; the % refers to the signal ratio
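Drosophila S3 cells loaded with oleic acid (400 uM, as added) and compounds at several concentrations; lipid droplets imaged by 488-nm laser-scanning cytometry, 500–530 nm intensity and object ratio to cell channel. Percent activity normalized to 20 uM Triacsin C.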
Lipid storage S3 cell count max – further read-out of Lipid storage S3, marked with its call; cell number change, %; measured here: cell count max response;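 cells counted by Cell Tracker Red CMTPX staining in the red channel; peak over a dose series mostly up to 46.1 µM; percent activity relative to internal control wells on each plate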
* hit, by the source's call; i = inactive; ? = inconclusive; nt = no result given; [ ] = another dose, or the depositor's remark. % is scaled to controls: 0 for no effect and ±100 for the full control effect; potency is read from the fitted curve at half-maximal effect.

SMILES	Lipid storage S3	Lipid storage S3 cell count max
CCCCNC(=O)c1cn(CC(C)C)c(=O)c2c1c1ccccc1n2C	?	nt
Cc1ccc(NC(=S)N2CCc3[nH]c4ccccc4c3C2)cc1	?	nt
CCOc1ccc(C(=O)NC(C)CCc2ccccc2)cc1 (stereo not given)	?	nt
COc1ccc(N2CCN(S(=O)(=O)c3cccc(C(F)(F)F)c3)CC2)cc1	?	nt
COc1cccc2cc(C(N)=O)oc12	?	nt
CCOC(=O)C1CCCN(C(=O)c2cccc(S(=O)(=O)N3CCCC3)c2)C1 (stereo not given)	i	0
Cc1cc(N)c2cc(NC(=O)/C=C/c3ccccc3Cl)ccc2n1	?	nt
COCCNC(=O)C(c1ccccc1F)N(C(=O)C(=O)NC1CCCC1)C1CCCCC1 (stereo not given)	-1%	0
CC1CCc2sc(C(=O)NNC(=S)NC3CC3)cc2C1 (stereo not given)	?	nt
Cc1ccc(NC(=O)Nc2nc(-c3ccc(C)s3)cs2)cc1	?	nt
O=C(CN1CCN(c2nc(-c3ccccc3)cs2)CC1)NCc1ccc2c(c1)OCO2	8%	-27
C[C@H](C(=O)CC(=O)OC(C)(C)C)[C@H](O)c1ccccc1	i	21
CCOc1ccc(C(=O)CCC(=O)Nc2ncccc2O)cc1	?	nt
O=C(NCCc1cccs1)C1CC(c2ccccc2F)=NO1 (stereo not given)	8%	4
CCc1ccc(CNCCSc2nnnn2C)cc1	?	nt
CCc1nonc1NC(=O)c1oc2ccc(Br)cc2c1C	?	nt
O=C(Nc1cccc(C(F)(F)F)c1)c1ccc2nc(-c3ccco3)c(-c3ccco3)nc2c1	?	nt
CCOC(=O)c1sc(=S)n(-c2cc(F)ccc2F)c1N	9%	-18
COCCNC(=S)N/N=C(\C)c1cc2ccccc2o1	?	nt
COc1ccc(NC(=O)C2CC(=O)N/C(=N/N=C/c3ccco3)S2)cc1 (stereo not given)	4%	3
CCOC(=O)c1sc(NC(=O)CSc2nc(C)cc(-c3ccccc3)n2)c(C#N)c1C	?	nt
CC1CCN(c2c(NCC3CCC(C(=O)N4CCc5ccccc5C4)CC3)c(=O)c2=O)CC1 (stereo not given)	?	nt
O=C(Cn1c(SCC(=O)NC2CCCC2)nnc1-c1ccncc1)Nc1ccc2c(c1)OCO2	?	nt
CCC(CC)C(=O)NCCc1cc2cc(C)c(C)cc2[nH]c1=O	?	nt
Cc1ccc2oc(=O)c3cc(C(=O)NCCCN4CCc5ccccc5C4)sc3c2c1	i	6
O=[N+]([O-])c1cc(Cl)ccc1N1CCOCC1	-9%	2
CC[C@H](C)C(N)c1cn([C@@H](CC(N)=O)C(=O)N2CCNCC2)nn1 (stereo not given in full)	?	nt
S=c1[nH]nc(-c2ccc(Br)cc2)n1-c1ccc(Br)cc1	?	nt
O=[N+]([O-])c1ccc(-n2ccnc2)cc1	4%	16
CCOCCCNC(=O)c1cc(-c2ccc(Br)s2)nc2ccccc12	17%	20
COc1ccc2c(c1)c(=O)oc1cc(OCC(=O)NCC3CCC(C(=O)O)CC3)ccc12 (stereo not given)	?	nt
CCOC(=O)c1[nH]c(C)c(C(=O)C(C)C)c1C	?	nt
Cc1cc(-c2ccccc2)nc(N2CCN(c3ccccn3)CC2)n1	?	nt
CCOC(=O)c1sc2nc3c(cc2c1N)COC(C)(C)C3	-5%	-20
CC(=O)[C@@H]1[C@@H](C(=O)c2ccc(F)cc2)[C@]2(C(=O)Nc3ccccc32)[C@H]2C=Cc3cc(F)ccc3N12	?	nt
O=C(NCCCN1CCCCC1)C1CCC(CNS(=O)(=O)c2cccc3nsnc23)CC1 (stereo not given)	i	nt
CN1/C(=C\C(=O)C(F)F)C(C)(C)c2ccccc21	i	nt
Cc1nc2ccc(NC(=O)c3ccc([N+](=O)[O-])cc3)cc2[nH]1	?	nt
Cc1ccccc1N1CC(C(=O)N2CC(C)CC(C)C2)CC1=O (stereo not given)	-12%[0.0737 µM]	nt
CCNC(=S)NNC(=O)c1c(Cl)c(C)nn1C	?	nt

Record cards, as listed above.
Listed for CCOC(=O)c1sc2nc3c(cc2c1N)COC(C)(C)C3 = Lipid storage S3 = -5%; Lipid storage S3 cell count max = -20
Listed for Cc1cc(-c2ccccc2)nc(N2CCN(c3ccccn3)CC2)n1 = Lipid storage S3 = ?; Lipid storage S3 cell count max = nt
Listed for COc1ccc2c(c1)c(=O)oc1cc(OCC(=O)NCC3CCC(C(=O)O)CC3)ccc12 (stereo not given) = Lipid storage S3 = ?; Lipid storage S3 cell count max = nt

Remaining list, next part
SMILES	Lipid storage S3	Lipid storage S3 cell count max
CNc1nc2ccccc2n1N	?	nt
CCn1c(/C=C2\C(=O)N(C(C)C)c3ccccc32)nc2ccccc2c1=O	?	nt
CCc1ccc(C(=O)NCc2ccc(Cl)cc2)cc1	9%	-5
O=C(c1cccs1)N(c1ccc(Cl)cc1)C1C=CS(=O)(=O)C1 (stereo not given)	?	nt
COc1ccc(CNC(=O)CSc2nccn(-c3ccc(F)c(F)c3)c2=O)cc1	-25%[0.0737 µM]	17
O=C(O)C(CCCCNS(=O)(=O)c1ccc(F)cc1)NS(=O)(=O)c1ccc(F)cc1 (stereo not given)	?	2
O=C(COc1ncnc2ccc(Br)cc12)Nc1ccc(N2CCOCC2)cc1	16%	-10
Cc1ccc(CNC(=O)C2c3ccccc3C(=O)N3CCc4ccccc4C23)o1 (stereo not given)	-16%	-3
O=C(CCC(=O)N1CCOc2ccccc21)NCCCN1CCN(Cc2ccccc2)CC1	i	-8
Cc1cccc[n+]1CC(=O)Nc1ccc([N+](=O)[O-])cc1Cl	0%	7
NC(=O)c1ccccc1N(Cc1ccccc1)S(=O)(=O)c1ccccc1	14%	-23
COc1ccc(-c2nnn(CC(=O)NCCc3c[nH]c4ccccc34)n2)cc1OC	-3%	0
O=C(NCc1ccncc1)C(=O)NCC1OCCN1S(=O)(=O)c1ccc(F)cc1 (stereo not given)	-2%	10
COc1ccc(NC(=O)CS(=O)(=O)c2ccc(F)cc2)cc1	6%	21
CCc1ccc(-c2cc(C(=O)N3N=C(C(F)F)CC3(O)C(F)F)c3ccccc3n2)cc1 (stereo not given)	?	nt
O=C(N/N=C/c1cccc([N+](=O)[O-])c1)c1ccc2c(c1)OCCO2	0%	24
COc1ccc(S(=O)(=O)N2CCN(c3ccc(C)cc3C)CC2)cc1OC	?	nt
O=C(COC(=O)c1cc([N+](=O)[O-])ccc1NCCO)NCc1cccs1	-9%	31
COc1ccc(NC(=O)C2CCCN2c2nn3c(=O)cc(C)nc3s2)cc1 (stereo not given)	-9%	14
COc1cc(OC)cc(C(=O)Nc2nc(CC(=O)NCCc3ccccc3)cs2)c1	?	nt
COC(=O)c1sc(S(=O)(=O)Nc2ccc(C)c(C)c2)c(C(=O)OC)c1C	?	nt
Cn1c(N)c(C(=O)CCl)c(=O)n(Cc2ccccc2)c1=O	-3%	3
O=S(=O)(NC(=NC1CCCCC1)c1ccccc1)c1ccccc1	16%	25
Cc1nc(Cl)c2c(n1)NC(=O)CO2	?	nt
Cc1cccc(NC(=O)CSc2ncnc3nc[nH]c23)c1C	?	nt
Cc1cc(C(=O)COC(=O)CCc2nc3ccccc3c(=O)[nH]2)c(C)n1CC1CCCO1 (stereo not given)	0%	24
Cc1cc(C(=O)Nc2ccc3nc(C)sc3c2)c2ccccc2n1	8%	-18
CN(C)c1ccc(N=Cc2nc(-c3ccccc3)oc2O)cc1	?	nt
CC(C)c1nnc(NC(=O)CC23CC4CC(CC(C4)C2)C3)s1	?	nt
Cc1ccc(-c2n[nH]c(=S)c3ccccc23)cc1	?	nt
NNC(=O)CN1C(=O)Nc2ccc(Br)cc2C1c1ccccc1 (stereo not given)	-15%	nt
CCCc1nc(NCCO)c(C#N)c2c1CCCC2	7%	7
O=C(CSc1ccc(-c2ccc(Cl)cc2)nn1)NC1CCCC1	12%	1
Cn1ccnc1C(=O)c1cccc(Br)c1	?	nt
CC(NC(=O)C12CC3CC(CC(C3)C1)C2)c1ccc(F)cc1 (stereo not given)	i	nt
COc1ccc(NC(=O)C/C(C)=N/NC(=O)C2CCCCC2)c([N+](=O)[O-])c1	i	17
CCOC(=O)C(=CNc1ccc2c(c1)nnn2-c1ccc(Cl)cc1)C(=O)OCC	?	nt
CCOC(=O)C(Cc1ccccc1)NC(=O)CCc1c(C)nc2ncnn2c1C (stereo not given)	8%	-3
CC1CC2(CCCCC2)Nc2c1ccc1ccccc21 (stereo not given)	10%	8
Nc1nonc1C(=Nc1ccc(Br)cc1)NO	i	nt

Reprinted at random: two records from the list, in no set order.
SMILES	Lipid storage S3	Lipid storage S3 cell count max
CCOC(=O)C(=CNc1ccc2c(c1)nnn2-c1ccc(Cl)cc1)C(=O)OCC	?	nt
Cc1nc(Cl)c2c(n1)NC(=O)CO2	?	nt

As entered above.
Cc1cc(C(=O)COC(=O)CCc2nc3ccccc3c(=O)[nH]2)c(C)n1CC1CCCO1 (stereo not given) in Lipid storage S3 → 0%
O=C(CSc1ccc(-c2ccc(Cl)cc2)nn1)NC1CCCC1 in Lipid storage S3 → 12%
NNC(=O)CN1C(=O)Nc2ccc(Br)cc2C1c1ccccc1 (stereo not given) in Lipid storage S3 → -15%
Cn1c(N)c(C(=O)CCl)c(=O)n(Cc2ccccc2)c1=O in Lipid storage S3 → -3%
CCOC(=O)C(Cc1ccccc1)NC(=O)CCc1c(C)nc2ncnn2c1C (stereo not given) in Lipid storage S3 cell count max → -3

Other records.
SMILES	Lipid storage S3	Lipid storage S3 cell count max
CCCc1cnc(N2CCN(S(=O)(=O)c3cccs3)CC2)nc1	?	nt
CCOC(=O)c1cnc2nc(N3CCOCC3)nn2c1N	?	nt
CC(=O)Nn1cc2c(=O)n(C)c(=O)n(C)c2c1	?	nt
O=C(Cc1cccs1)NCc1cc(Cl)cc(Cl)c1	12%	1
N/C(=N\OC(=O)c1cccnc1)c1ccccc1Cl	-1%	-1
COCCCN1C(=O)C(O)=C(C(=O)c2ccco2)C1c1ccccc1 (stereo not given)	3.7µM*	-2.3*
O=C(NC1CCCc2ccccc21)c1ccc(CNc2c(N3CCOCC3)c(=O)c2=O)cc1 (stereo not given)	-11%	-14
N#Cc1ccccc1CSc1nc(O)cc(=O)[nH]1	?	nt
CCc1cc(=O)oc2c3c(cc(OCC(=O)NCc4ccncc4)c12)OC(C)(C)CC3	i	18
COC(=O)c1ccccc1NC(=O)N1CCCC1	?	nt
O=C(Nc1ccccc1Cl)Nn1cnnc1	?	nt
c1ccc(-n2ncc3c(NCc4cccs4)ncnc32)cc1	i	nt
Cc1ccc(S(=O)(=O)Nc2c(NC3CCCCC3)c3ccccc3oc2=O)cc1	?	nt
CCN(CC)c1ccc(C(=O)N/N=C/c2ccccc2OC(F)F)cc1	?	nt
Cc1ccc(CN2CCN(/N=C/c3cc(Br)cc(Br)c3O)CC2)cc1	24%	nt
CCCC/C(C)=N/NC(=O)CN(c1ccc(Br)cc1)S(=O)(=O)c1ccccc1	i	11
CSc1nc(-c2ccccc2)nc(N2CCCC2)c1C(C)=O	?	nt
COc1ccc(Cc2nnc(NC(=O)c3ccc(OC)c(OC)c3)s2)cc1	0%	-3
O=C(/C=C/c1cccc([N+](=O)[O-])c1)Nc1ccccn1	16%	17
N#Cc1ccc(CSc2nnc(-c3cnccn3)o2)cc1	i	nt
CCCCNC(=O)CC1NCCNC1=O (stereo not given)	-8%	-10
C=CCN(C(=O)CCC(=O)Nc1cc(C)on1)C(C(=O)NC(C)(C)CC)c1cccc(OC)c1OC (stereo not given)	-12%	29
COc1ccc(C2(C(=O)Nc3ccc(OC)cc3OC)CCCC2)cc1	?	nt
Cc1ccc(S(=O)(=O)N(C)CC(=O)Nc2cccnc2)cc1	?	nt
COc1cc(OC)c(S(=O)(=O)Nc2ccccc2N2CCCCC2)cc1NC(C)=O	?	nt
CCOC(=O)C1=C(O)C(=O)N(c2ccc(S(N)(=O)=O)cc2)C1c1ccc(Br)cc1 (stereo not given)	?	nt
CCN1C(=O)[C@H]2[C@@H](c3ccc(C)cc3)N3C(=O)N(c4ccc(OC)cc4)C(=O)[C@@]3(Cc3ccccc3)[C@H]2C1=O	13%	-3
O=C(NCc1nc2ccccc2[nH]1)C1=C[C@H](C2CC2)C[C@H](OCc2ccc(CO)cc2)O1	13%	5
COc1ccc(-c2[nH]ncc2-c2ccc(Cl)cc2)c(O)c1	?	nt
CCN=C1NN=C(c2cc(C)n(Cc3ccco3)c2C)CS1	8%	-2
N#Cc1c(N)[nH]c(=S)c(C#N)c1-c1ccccc1	8%	6
COc1ccccc1-c1c(C)oc2cc(OC(=O)c3ccco3)ccc2c1=O	?	nt
CNC[C@H](CC1CCCCC1)NC[C@H](NCCC1CCCC1)[C@H](C)O	12%	5
O=C(Nc1ccc(F)cc1)N(CCCN1CCOCC1)Cc1cc2cc3c(cc2[nH]c1=O)OCCO3	?	nt
O=C(NCc1ccco1)c1cc(=O)c2ccccc2o1	?	nt
O=C(CN1CCN(C(C(=O)Nc2ccc(Cl)cc2C(F)(F)F)c2ccccc2)CC1)NC1CC1 (stereo not given)	i	-8
CC1=C(C(=O)Nc2ccc(C(=O)N3CCN(c4ccccc4F)CC3)cc2)SCCO1	?	nt
Cc1c(CC(=O)O)c(=O)oc2c(C)c3occ(-c4ccc(F)cc4)c3cc12	?	nt
Cc1ccsc1C(=O)C1CCCN(Cc2cn(C)nc2-c2ccccc2)C1 (stereo not given)	-4%	12
Cc1cc2[nH]c(=O)c(=O)[nH]c2cc1S(=O)(=O)N1CCN(c2cccc(C(F)(F)F)c2)CC1	?	nt
Cc1noc(C(=O)Nc2cc(Cl)ccc2O)c1Cl	?	nt

Only part of the results is shown, so the mix of outcomes need not match the whole.
